CHRM1 PAM – human M1 muscarinic receptor positive allosteric modulators, primary screen, CHO-K1 cells, Fluo-8 calcium fluorescence, 1536-well | 360,000 tested, 0.088% active | activation, % at 3 µM | CHO-K1 hM1, ACh EC20; 0% = ACh EC20, 100% = maximal ACh | Muscarinic acetylcholine receptor M1 (Homo sapiens), P11229; in the data active means activation above about 19%, passing the limit was not always enough
Target sequence (P11229 whole entry, looked up): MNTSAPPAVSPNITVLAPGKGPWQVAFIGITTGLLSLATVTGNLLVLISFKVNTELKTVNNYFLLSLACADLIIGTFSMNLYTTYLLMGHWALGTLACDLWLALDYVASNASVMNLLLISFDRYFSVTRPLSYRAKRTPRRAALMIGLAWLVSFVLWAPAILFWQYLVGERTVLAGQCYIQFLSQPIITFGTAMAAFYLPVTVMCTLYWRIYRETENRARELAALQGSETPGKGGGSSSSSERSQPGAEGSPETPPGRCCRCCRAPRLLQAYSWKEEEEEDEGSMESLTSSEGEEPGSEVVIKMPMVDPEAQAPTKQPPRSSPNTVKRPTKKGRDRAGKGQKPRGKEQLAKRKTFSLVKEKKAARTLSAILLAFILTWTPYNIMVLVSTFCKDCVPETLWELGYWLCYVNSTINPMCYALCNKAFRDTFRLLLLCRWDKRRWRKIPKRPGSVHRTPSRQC
M5 antag – human M5 muscarinic receptor antagonists, primary screen, CHO cells, Fluo-8 calcium fluorescence. 360,000 tested, 0.59% active. CHO-hM5 cells, ACh EC80. inhibition, % at 3 µM. Muscarinic acetylcholine receptor M5 (Homo sapiens), P08912;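 active means inhibition above a per-plate cutoff, the mean of that plate's test compounds plus 3 SD, cut at about 27% in these data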;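 further: 0% = acetylcholine EC80 with DMSO and 100% = DMSO without agonist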
Target sequence (P08912 whole entry, looked up): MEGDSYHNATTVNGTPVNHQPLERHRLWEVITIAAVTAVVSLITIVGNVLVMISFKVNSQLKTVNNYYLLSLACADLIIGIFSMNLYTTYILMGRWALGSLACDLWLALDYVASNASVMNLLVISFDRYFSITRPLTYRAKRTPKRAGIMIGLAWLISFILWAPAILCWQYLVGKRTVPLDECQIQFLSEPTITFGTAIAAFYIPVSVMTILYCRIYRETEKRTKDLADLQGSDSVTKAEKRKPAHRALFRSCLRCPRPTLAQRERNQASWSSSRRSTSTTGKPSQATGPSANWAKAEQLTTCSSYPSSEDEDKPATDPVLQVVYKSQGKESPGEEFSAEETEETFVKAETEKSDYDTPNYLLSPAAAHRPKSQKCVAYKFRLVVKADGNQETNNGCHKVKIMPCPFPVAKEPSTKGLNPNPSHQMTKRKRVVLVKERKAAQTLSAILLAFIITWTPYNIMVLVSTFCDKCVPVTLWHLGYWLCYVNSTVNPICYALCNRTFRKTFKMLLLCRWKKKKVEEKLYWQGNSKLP
CHRM5 agonist – human M5 muscarinic receptor agonists, primary screen, CHO-K1 cells, Fluo-8 calcium fluorescence | AID 624037, 2012 | activation, % at 3 µM | Muscarinic acetylcholine receptor M5 (Homo sapiens), P08912 | 360,000 tested, 0.19% active | CHO-K1 hM5 cells; 0% DMSO wells, 100% maximal acetylcholine response;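 active means activation above the run's mean over test compounds plus 3 SD, cut at about 23% in these data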;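 further: signal is peak over basal fluorescence ratio across the kinetic read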
M4 ag – human M4 muscarinic receptor agonists, primary screen, CHO-K1 cells, Fluo-8 calcium fluorescence; CHO-K1 hM4/Gqi5; vehicle 0%, full acetylcholine response 100%; Muscarinic acetylcholine receptor M4 (Homo sapiens), P08173; activation, % at 3 µM; 360,000 tested, 0.14% active;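 active means activation above the run mean over all test wells plus 3 SD, cut at about 32% in these data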;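 further: peak over basal fluorescence ratio per well then scaled between controls; 0% = DMSO wells and 100% = acetylcholine at EC100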
CHRM5 PAM – human M5 muscarinic receptor positive allosteric modulators, primary screen, CHO-K1 cells, Fluo-8 calcium fluorescence | Muscarinic acetylcholine receptor M5 (Homo sapiens), P08912 | CHO-K1 hM5, ACh EC20 PAM; 0% = ACh EC20, 100% = ACh EC100 | activation, % at 3 µM | 360,000 tested, 0.3% active | AID 624038, 2012;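 active means activation above the run cutoff, the mean activation of all test compounds plus 3 SD, cut at about 18% in these data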
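Replicates: One well per compound, no replicates | System: Human M5 receptor in CHO-K1 cells | Benchmarks: Low control EC20 acetylcholine (0%), high control EC100 acetylcholine (100%) | Probe or stimulus: Acetylcholine, EC20 level | Times: Fluo-8 loading 80 min at 37 °C plus 30 min room temperature | Signal: Intracellular calcium via Fluo-8 fluorescence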
CRFBP-R2 agonist – agonists of CRF-BP/CRF-R2 complex, primary screen, cell-based, HEK293, calcium dye fluorescence, uHTS; activation, % at 13.2 µM; 350,000 tested, 0.46% active; calcium dye fluorescence (FLIPR); percent of saturating CRF peptide response; CRF-binding protein / CRF receptor 2 complex (human);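 active means activation of at least 50%, plus an integration ratio under a set limit after plate pattern correction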;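 further: plate controls were neutral control wells without compound for no effect and CRF at EC100 for full effect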
CHRM1 antagonist – human M1 muscarinic receptor antagonists, primary screen, CHO-K1 cells, Fluo-8 calcium fluorescence, 1536-well. Muscarinic acetylcholine receptor M1 (Homo sapiens), P11229. CHO-K1 hM1, ACh EC80 antagonist. inhibition, % at 3 µM. 360,000 tested, 1.3% active;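 active means percent inhibition above its own plate's cutoff, namely the mean of that plate's compound wells plus 3 SD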;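 further: peak over basal fluorescence ratio during 140 s after agonist addition; 0% = ACh EC80 plus DMSO and 100% = DMSO alone without agonist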
CHRM4 antagonist – human M4 muscarinic receptor antagonists, primary screen, CHO cells, Fluo-8 calcium fluorescence; AID 624125, 2012; CHO-hM4 cells, ACh EC80; 360,000 tested, 0.73% active; inhibition, % at 3 µM; Muscarinic acetylcholine receptor M4 (Homo sapiens), P08173;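 active means inhibition above its plate's cutoff, the mean inhibition of sample wells plus 3 SD, cut at about 27% in these data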;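 further: 0% = acetylcholine EC80 with DMSO and 100% = DMSO without agonist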
M4 PAM – human M4 muscarinic receptor positive allosteric modulators, primary screen, CHO-K1 cells, Fluo-8 calcium fluorescence; activation, % at 3 µM; CHO-K1 hM4/Gqi5, ACh EC20; 0% = ACh EC20, 100% = maximal ACh; 360,000 tested, 0.4% active; Muscarinic acetylcholine receptor M4 (Homo sapiens), P08173;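 active means activation above its plate's cutoff, the mean activation of sample wells plus 3 SD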; further: some results filed as inactive read as strong as hits
Active calls of the source: *; nt = no result given.

| canonical_smiles | CHRM1 PAM | M5 antag | CHRM5 agonist | M4 ag | CHRM5 PAM | CRFBP-R2 agonist | CHRM1 antagonist | CHRM4 antagonist | M4 PAM |
| --- | --- | --- | --- | --- | --- | --- | --- | --- | --- |
| CCOC(=O)c1c(C)[nH]c(C(=O)/C(C#N)=C/c2ccc(OCC)cc2)c1C | 4.9 | 2.9 | 3.2 | 0.6 | -1.6 | 1.5 | 0.3 | 3.1 | -0.5 |
| CCCCN1C(=O)CC(Sc2ccccc2C(=O)O)C1=O (stereo not drawn) | 12.4 | -3.5 | 2.2 | 3.9 | -3.6 | 5.4 | -3.0 | -8.1 | 10.3 |
| CCc1cc(=O)oc2cc(OC3CCCCC3=O)ccc12 (stereo not drawn) | 5.3 | 3.0 | -0.9 | 1.3 | 4.2 | -0.9 | -13.9 | -1.3 | 5.2 |
| CCc1cc(CNC(=O)CC2C(=O)NCCN2CC2CCCCC2)on1 (stereo not drawn) | 5.6 | -1.6 | -4.3 | 1.9 | 0.1 | -0.8 | -3.7 | -3.6 | 4.4 |
| CCOc1ccc(-n2c(CCc3ccccc3)n[nH]c2=S)cc1 | -1.2 | 5.3 | -6.1 | -0.6 | 9.1 | 1.4 | 5.0 | -7.2 | 5.5 |
| CCCn1c(CN2CCN(C(=O)OCC)CC2)nc2c1c(=O)n(C)c(=O)n2C | 0.3 | -3.6 | 0.8 | 1.1 | 0.6 | 0.2 | -2.5 | -4.8 | 6.5 |
| CCOC(=O)/C(N=Nc1ccc2c(c1)OCO2)=C(\C)O | 3.0 | 5.5 | -5.0 | -1.0 | -1.9 | -0.4 | 3.4 | 5.6 | -1.0 |
| CCCCn1c(N)c(N(CC(C)C)C(=O)C2CC(=O)N(CCc3ccccc3)C2)c(=O)[nH]c1=O (stereo not drawn) | 5.3 | 7.0 | -3.5 | 0.8 | -2.1 | -0.8 | -5.8 | -6.6 | 0.7 |
| CCN(CC(=O)Nc1ccc(N2CCOCC2)cc1)C(=O)c1ccc(C#N)cc1 | 5.2 | 3.9 | 2.5 | 3.1 | 5.6 | -0.3 | -5.4 | 0.5 | 10.0 |
| CCN(CC)CC#CCC(C)(c1ccccc1)c1ccccc1 | -20.5 | 16.8 | -11.8 | 3.1 | -21.4 | -2.4 | 72.3* | 63.3* | -36.6 |
| Cc1cc(N2CCN(S(=O)(=O)c3ccccc3)CC2)c2ccccc2n1 | -9.1 | 16.4 | -0.5 | 7.8 | -12.4 | -1.0 | -1.3 | 12.0 | -15.1 |
| COC(=O)c1c(C)[nH]c(C)c1-c1ccc([N+](=O)[O-])cc1 | 4.4 | -0.4 | -4.6 | 0.2 | 0.5 | -0.2 | 2.5 | 0.5 | 0.7 |
| Cc1ccc(C(=O)N2CCC(C(=O)NC3CCCC3)CC2)cc1 | 14.3 | 3.8 | -2.2 | 1.2 | 5.9 | 0.6 | -12.5 | -2.3 | -3.3 |
| CN(Cc1ccc(F)cc1)C(=O)c1cccc(OC2CCN(C3CCCC3)CC2)c1 | 0.1 | 2.8 | -16.4 | 2.2 | -4.2 | -1.1 | 5.7 | 3.5 | -1.1 |
| Cc1ccc(NC(=O)CSc2nnc(C3CC3)n2CC2CCCO2)cc1C (stereo not drawn) | 12.3 | 15.8 | -4.3 | -1.1 | -1.4 | -0.3 | -6.0 | 4.1 | -3.1 |
| C=CCn1c(SCC(=O)Nc2cc(C)on2)nc2sc(CC)cc2c1=O | 2.8 | 0.7 | -0.2 | -0.7 | -0.2 | -2.2 | -23.1 | -5.8 | 11.0 |
| Cc1cc(C)n(-c2ccc(C(F)(F)F)cc2[N+](=O)[O-])n1 | 5.4 | -14.2 | -9.8 | 0.5 | -2.6 | -3.1 | -7.8 | -5.7 | -14.5 |
| CCC(CO)Oc1cc(NC(=O)Cc2ccccc2F)c2ncn(C(C)C)c2c1 (stereo not drawn) | 6.7 | 11.7 | 2.0 | 1.2 | 1.0 | -1.1 | -4.5 | 8.8 | 6.9 |
| CCN1CC=C2C(C#N)=C(N)C(C#N)(C#N)[C@H](c3cccc(OC)c3OC)[C@H]2C1 | -0.6 | 7.4 | -5.2 | 1.7 | -8.1 | 32.5 | 4.8 | 3.0 | -2.9 |
| CCOc1ccccc1CNC(=O)Cn1ccc2cc(S(=O)(=O)N3CCC(C)CC3)ccc21 | 5.3 | 3.5 | -3.7 | 2.9 | -2.2 | 4.2 | -8.4 | -4.5 | -3.3 |
| Cc1ccc(CN(C(=O)c2cc(=O)c3cc(Cl)c(C)cc3o2)C2CCS(=O)(=O)C2)cc1 (stereo not drawn) | -6.3 | 5.4 | -3.5 | 0.0 | -8.1 | 0.5 | 8.6 | 11.7 | -3.1 |
| CC1(C)OC2OC3C(CNCCO)OC(c4ccccc4)OC3C2O1 (stereo not drawn) | 12.7 | 17.4 | 2.1 | 0.9 | -4.4 | 1.5 | -12.6 | -3.1 | 4.6 |
| CCN(c1ccccc1)c1nc2nonc2nc1NCCO | 5.5 | 9.3 | -2.0 | 1.9 | -1.2 | -0.1 | -13.0 | 0.4 | 0.3 |
| COc1ccccc1CNC(=O)CCN1C(=O)COc2ccc(C)cc21 | -3.6 | 11.5 | -3.9 | 3.4 | -1.3 | -0.8 | 2.8 | 18.4 | 3.6 |
| CCC1CCCCN1CC(=O)Nc1ccc2c(c1)OCCO2 (stereo not drawn) | 0.5 | 12.4 | -4.0 | 0.1 | -17.9 | 0.2 | -5.3 | 8.0 | -0.7 |
| CCOC(=O)c1sc(NC(=O)C2CCC2)cc1C | 5.4 | -0.1 | -3.5 | 0.0 | -6.5 | -3.1 | 2.5 | -2.0 | -5.4 |
| COc1ccc(OCCOC(=O)CN2C(=O)NC3(CCCC3)C2=O)cc1 | 4.9 | 9.4 | 1.0 | 3.1 | -0.1 | -1.0 | -3.3 | 3.9 | 0.5 |
| Cc1cc(NS(=O)(=O)c2ccc(NC(=S)NC(=O)c3ccc(C(C)(C)C)cc3)cc2)no1 | 5.2 | -7.0 | -0.3 | -0.2 | 0.1 | 1.7 | -7.5 | 2.3 | -1.7 |
| CC1(C)SC2c3ccccc3C(=O)N2[C@@H]1C(=O)NCc1ccco1 (stereo partly drawn) | 0.8 | 5.0 | -0.6 | 0.8 | -3.6 | -0.8 | -30.8 | 1.4 | -7.1 |
| CCCCN(C=O)c1c(CC)nc2c(OCc3cc(Cl)cc(Cl)c3)cccn12 | -25.1 | 7.0 | -1.9 | 1.6 | -10.0 | nt | 19.6 | 12.8 | -12.2 |
| Cc1ccc2cc([N+](=O)[O-])ccc2n1 | 8.7 | 3.5 | 4.4 | 0.3 | -3.2 | -0.2 | -12.0 | 3.1 | 1.8 |
| Cc1ccc(S(=O)(=O)NCc2cccnc2)cc1 | 0.2 | 0.5 | 3.7 | 0.5 | 1.7 | 1.0 | 5.2 | 8.8 | -1.3 |
| Cc1cc(-n2cccn2)ccc1CN1CCN(CC(C)C)C(CCO)C1 (stereo not drawn) | -24.0 | -4.6 | -18.0 | 0.4 | -4.3 | 0.2 | 47.7* | 55.3* | -40.8 |
| COc1ccc(C)cc1S(=O)(=O)NCCC1=CCCCC1 | 2.7 | -9.0 | -5.8 | 7.6 | -1.5 | 1.6 | -7.0 | -10.1 | -8.8 |
| Cc1cccc(CN2CCc3c([nH]c4ccccc34)C2)c1 | 3.4 | 3.3 | -1.6 | 0.8 | 2.4 | 0.1 | -5.5 | -7.6 | 4.3 |
| Cc1ccc(C(=O)NCC(=O)NCC(=O)OCC(=O)c2ccc([N+](=O)[O-])cc2)cc1 | 3.5 | 1.4 | -1.1 | 0.8 | 2.4 | 0.5 | 1.0 | -0.8 | 13.1 |

A different layout for some results above.
Every second line gives: CHRM1 PAM	M5 antag	CHRM5 agonist	M4 ag	CHRM5 PAM	CRFBP-R2 agonist	CHRM1 antagonist	CHRM4 antagonist	M4 PAM
CCC(CO)Oc1cc(NC(=O)Cc2ccccc2F)c2ncn(C(C)C)c2c1 (stereo not drawn)
→ 6.7	11.7	2.0	1.2	1.0	-1.1	-4.5	8.8	6.9
CCN1CC=C2C(C#N)=C(N)C(C#N)(C#N)[C@H](c3cccc(OC)c3OC)[C@H]2C1
→ -0.6	7.4	-5.2	1.7	-8.1	32.5	4.8	3.0	-2.9
CCOc1ccccc1CNC(=O)Cn1ccc2cc(S(=O)(=O)N3CCC(C)CC3)ccc21
→ 5.3	3.5	-3.7	2.9	-2.2	4.2	-8.4	-4.5	-3.3

(continued)
| canonical_smiles | CHRM1 PAM | M5 antag | CHRM5 agonist | M4 ag | CHRM5 PAM | CRFBP-R2 agonist | CHRM1 antagonist | CHRM4 antagonist | M4 PAM |
| --- | --- | --- | --- | --- | --- | --- | --- | --- | --- |
| O=C(CSc1nc(-c2ccccc2)cs1)N1CCc2ccccc21 | 4.5 | -3.9 | -1.3 | -0.4 | 0.3 | 7.1 | -0.7 | 3.6 | 12.3 |
| O=C(Nc1ccc2c(c1)OCCO2)c1cccnc1 | 6.7 | -5.8 | -2.0 | 0.2 | 3.6 | -1.5 | 12.3 | 3.5 | -3.0 |
| COc1ccccc1NS(=O)(=O)c1cccc(C(=O)N/N=C(\C)c2ccc3c(c2)OCCO3)c1 | 6.5 | 6.9 | -3.4 | 3.3 | -0.3 | -2.7 | -1.5 | -1.1 | 13.0 |
| N#C/C(=C\c1ccc(OCCN2CCOCC2)cc1)C(=O)Nc1ccc(S(N)(=O)=O)cc1 | 17.8 | -4.7 | -3.3 | 1.6 | -1.9 | -0.9 | 4.3 | -3.7 | 8.1 |
| CCCCC[C@H](C)N1C[C@H](COCc2ccccc2)Oc2cc(N3CCC[C@H]3COC)ccc2S1(=O)=O | nt | -17.4 | 0.0 | -0.1 | 0.3 | nt | nt | -20.0 | -0.5 |
| CC(=O)c1c(C)[nH]c(C(=O)N2CCN(S(=O)(=O)c3ccc(F)c(F)c3)CC2)c1C | -0.1 | 2.2 | -3.4 | 1.1 | -2.5 | 0.8 | 1.4 | -8.6 | 1.4 |
| CC(C)CCNC(=O)C1CCN(S(=O)(=O)c2ccc3c(c2)CCC(=O)N3)CC1 | 16.0 | -3.8 | -1.2 | 1.7 | -4.1 | -0.3 | -24.9 | -13.0 | 4.0 |
| Cc1cc(S(=O)(=O)N2CCCCC2CCNC(=O)C(=O)NC2CC2)ccc1F (stereo not drawn) | 1.5 | 6.3 | -0.1 | -0.3 | 6.5 | -2.1 | 1.3 | 8.7 | -4.2 |
| CC1(C(=O)Nc2ccc3c(c2)OCCO3)CCN1C(=O)Cc1ccc(-c2ccccc2)cc1 (stereo not drawn) | -10.8 | 30.1* | 5.8 | 10.0 | -14.3 | nt | 23.6 | 15.0 | -4.2 |
| CC(=O)Nc1ccc(O)c(-c2nc3ccccc3s2)c1 | 1.2 | 6.3 | -1.9 | 5.8 | -10.8 | 2.3 | -0.8 | -2.8 | -9.6 |
